Source: PubChem
RXFP1 ag: RXFP1 (human) receptor agonism; HEK293T-RXFP1 cAMP TR-FRET, 30 min; response scale: percent of porcine relaxin response, buffer zero; Potency, µM (doses to about 57.5 µM), for inactives: at the highest dose activation, actives largely listed as activators; 370,000 tested, 0.3% active; active = well fitted activation curve with a large enough effect; also: potency is read from the fitted curve at half-maximal effect; % is scaled to controls: 0 for no effect and ±100 for the full control effect; nearly all actives have a fitted effect of over 60% in size; many of its hits are not listed in these tables
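cAMP rise read by TR-FRET after 30 min, 37C compound exposure (up to 58 uM) in RXFP1-transfected HEK293 cells with Ro 20174 present. EC50 from Hill-equation fits, with 29 nM porcine relaxin as 100% and buffer as basal.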
RXFP1 antag: blocks the human relaxin receptor RXFP1; Q9HBX9; AID 1259400; HEK293-RXFP1, relaxin-stimulated cAMP HTRF, 30 min; active compounds read low; activity change, negative = inhibition, % at 57.5 µM; 350,000 tested, 0.59% active;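 active = activity change of -60% or lower, but not beyond a set lower limit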; also: % is scaled to controls: 0 for no effect and ±100 for the full control effect
TRHR PAM: TRH receptor (human) allosteric enhancement; 360,000 tested, 0.66% active; TRHR cells, fluo-8 calcium fluorescence, EC20 TRH enhancement; enhancement, % at 2 µM; in the data active = enhancement above about 30%; also: 0% is about no effect
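TRHR-expressing cells loaded with fluo-8 calcium dye were read kinetically (ex 480/em 530) during compound addition, then stimulated with an EC20 of TRH (10 nM final). Enhancement of the Gq-mediated intracellular calcium response was scored.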
D2 antag: antagonists of human D2 dopamine receptor; P14416; HEK293 TREx D2 cells, calcium flux, dopamine EC80; inhibition, % at 10 µM; 340,000 tested, 2% active; AID 485344; in the data active = inhibition above about 30%; also: 0% is about no effect
Target sequence (P14416 whole entry, looked up): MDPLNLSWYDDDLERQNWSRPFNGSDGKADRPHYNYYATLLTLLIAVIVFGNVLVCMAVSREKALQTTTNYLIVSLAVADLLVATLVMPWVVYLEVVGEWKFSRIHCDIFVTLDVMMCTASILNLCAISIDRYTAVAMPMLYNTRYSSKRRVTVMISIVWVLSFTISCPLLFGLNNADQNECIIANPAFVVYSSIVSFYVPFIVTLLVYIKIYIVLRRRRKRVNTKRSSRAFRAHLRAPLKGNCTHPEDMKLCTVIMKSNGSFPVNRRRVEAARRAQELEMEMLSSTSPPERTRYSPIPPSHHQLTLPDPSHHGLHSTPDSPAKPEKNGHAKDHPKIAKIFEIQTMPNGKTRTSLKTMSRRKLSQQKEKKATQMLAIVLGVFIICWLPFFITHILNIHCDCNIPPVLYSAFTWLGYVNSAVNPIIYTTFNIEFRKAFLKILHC
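Measurement of antagonist activity uses fluorescent calcium dye in inducible HEK293 T-REx D2 cells: 10 s baseline, compound addition with 180 s read, EC80 dopamine addition with a further 180 s read.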
D2 agonist: activates the human D2 dopamine receptor. HEK293 T-REx D2 cells, calcium flux agonist mode. activation, % at 2 µM. 340,000 tested, 0.53% active;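 active = activation over 3 SD above normal in the single-dose calcium agonist read, cut at about 30% in these data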; also: 0% is about no effect
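Agonism is scored from calcium flux in a force-coupled, inducible HEK293 cell line expressing D2, read kinetically for 180 s after compound addition against dopamine controls.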
D2 potentiator: positively modulates the human D2 dopamine receptor allosterically. HEK293 T-REx D2, calcium flux, EC20 dopamine potentiation. potentiation, % at 10 µM. P14416. 340,000 tested, 0.34% active;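 active = potentiation over 3 SD above the plate norm, cut at about 30% in these data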; also: 0% is about no effect
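Potentiation of an EC20 dopamine calcium response measured kinetically over 180 s, after a preceding 180 s compound-only read flagging agonists. Cells: inducible Hek293 Trex D2 line, 4000/well, cultured overnight at 30 C before dye loading.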
D1 ag: activates the human D1 dopamine receptor; HEK293 T-REx D1 cells, calcium flux, agonist mode; activation, % at 2 µM; 360,000 tested, 1% active; AID 504660; in the data active = activation above about 30%; also: 0% is about no effect
Target sequence (P21728 whole entry, looked up): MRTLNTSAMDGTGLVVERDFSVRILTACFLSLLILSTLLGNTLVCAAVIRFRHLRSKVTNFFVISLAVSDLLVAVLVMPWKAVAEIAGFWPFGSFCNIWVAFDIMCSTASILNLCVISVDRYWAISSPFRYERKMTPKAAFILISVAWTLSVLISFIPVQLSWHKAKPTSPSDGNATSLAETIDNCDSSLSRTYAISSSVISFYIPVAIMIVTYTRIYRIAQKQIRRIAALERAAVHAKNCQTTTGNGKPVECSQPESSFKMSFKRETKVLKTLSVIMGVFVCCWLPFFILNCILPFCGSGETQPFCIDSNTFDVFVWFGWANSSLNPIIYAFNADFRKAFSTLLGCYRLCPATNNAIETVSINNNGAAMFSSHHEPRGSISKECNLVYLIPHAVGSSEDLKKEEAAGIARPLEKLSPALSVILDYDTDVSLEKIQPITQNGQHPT
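Agonism was scored from calcium flux recorded over 180 s (1 read/s) after pintool compound addition, following a 10-cycle baseline. Cells were inducible force-coupled HEK293 TREx D1, plated overnight at 30 C and loaded with no-wash calcium dye.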
D1 potentiator: potentiators of human D1 dopamine receptor. P21728. HEK293 TREx D1 cells, calcium flux, dopamine EC20 potentiation. potentiation, % at 10 µM. 360,000 tested, 0.036% active; in the data active = potentiation above about 30%; also: 0% is about no effect
D1 antagonist: antagonists of human D1 dopamine receptor; 360,000 tested, 3.2% active; AID 504652; activity change, negative = inhibition, % at 10 µM; P21728; HEK293 TREx D1 cells, calcium flux, dopamine EC80; active compounds read low; in the data active = activity change below about -30%; also: % is scaled to controls: 0 for no effect and ±100 for the full control effect
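Cells carrying a force-coupled, tetracycline-inducible human D1 receptor report calcium flux. Each well gets a 10 s baseline, compound with 180 s monitoring, then an EC80 dopamine stimulus with a second 180 s kinetic read.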
The depositor's hits bear a star; x = not tested or not shown. An excerpt; rates above refer to the full screens.

SMILES	RXFP1 ag	RXFP1 antag	TRHR PAM	D2 antag	D2 agonist	D2 potentiator	D1 ag	D1 potentiator	D1 antagonist
CSc1nc2cc3c(cc2n1C(=O)c1ccc(C)cc1)OCCO3	5.1%	13	-2	-3	-0.1	-4	0	-1	2
COc1ccccc1-c1noc(CCC(=O)Nc2cccc(C)c2)n1	0.8%	-2	7	-4	-0.2	4	4	-1	1
O=C(NCc1cccnc1)C1CCN(S(=O)(=O)N2CCOCC2)CC1	5.9%	1	-6	2	0.5	-3	5	-5	6
COc1cc(O)c(C(CC(=O)N2CCCC2)c2cc(OC)c(OC)c(OC)c2)c(OC)c1 (stereo not drawn)	-0.7%	x	49*	1	0.6	5	0	-9	2
CCOC(=O)c1c(-c2ccc(C)cc2)csc1NC(=S)NC(=O)c1ccccc1	0.7%	-1	4	-15	-0.1	2	7	-4	6
CCOC(=O)c1c(NC(=O)CSc2ncn[nH]2)sc(C(=O)N(C)C)c1C	-1.6%	-35	14	1	-0.2	19	2	-2	7
Cc1ccc(F)c(NC(=O)c2cncn2-c2ccccc2)c1	0.0%	8	5	-1	0.0	-1	2	-1	-10
Cc1cc2c(cc3c(SCc4cccc(Cl)c4)nnc(C)n32)o1	22µM*	-4	-4	x	-0.9	3	0	-2	-3
COC(=O)C1=C(C)OC(N)=C(C#N)C1c1ccc(OC)c(CSc2ccccn2)c1 (stereo not drawn)	2.1%	2	19	-16	0.3	2	2	3	-2
O=C(Oc1ccc(Cl)cc1)c1ccc(COC(=O)c2cnccn2)cc1	-1.7%	2	-3	-4	-0.7	-4	7	7	-31*
O=C(O)CNS(=O)(=O)c1ccc2c(c1)Cc1cc(S(=O)(=O)NCC(=O)O)ccc1-2	5.0%	x	-2	-4	-1.0	-4	3	0	-3
O=C(COC(=O)CNC(=O)c1ccc(Cl)cc1Cl)NCC1CCCO1 (stereo not drawn)	0.4%	-12	-9	6	0.1	-4	5	-3	-7
Cc1c(NC(=O)Nc2cccc(F)c2)c(=O)n(-c2ccccc2)n1C	2.3%	12	4	-2	-1.2	3	0	8	12
Cc1csc(NC(=O)[C@@H](NC(=O)c2ccccc2)C(C)C)n1	2.2%	-1	-1	18	0.2	-9	-1	2	6
COC(=O)c1ccc(OC(=O)C2CC(=O)N(c3cccc(C)c3)C2)cc1 (stereo not drawn)	0.1%	-11	1	x	x	x	0	-1	6
CC(C)Sc1cc(N2CCOCC2)nc(-c2ccccc2)n1	1.7%	-20	12	27	0.8	-18	4	4	41
COc1cccc(CNC(=O)CCC2CCCN(C(=O)c3ccc(OC)o3)C2)c1 (stereo not drawn)	-2.0%	-3	0	-3	0.6	4	0	-2	-4
O=C(COC(=O)/C=C/c1ccccc1)NNC(=O)c1ccccc1F	1.1%	-15	0	-22	0.3	15	2	1	1
CCCn1c(=O)c(C(=O)Nc2cccc(C)c2)c(O)c2ccccc21	1.7%	3	13	-1	-1.1	12	6	5	21
FC(F)(F)c1cnc(N/N=C/c2ccncc2)c(Cl)c1	-1.4%	-9	2	2	0.0	14	2	-6	-2
Cc1cc(C)c(OCC(=O)OCC(=O)N2c3ccccc3CC2C)c(C)c1 (stereo not drawn)	2.9%	-2	-1	-26	-0.7	3	8	-3	11
CCOC(=O)COc1ccc(F)cc1C(=O)c1ccn2nc(-c3ccc(C)cc3)cc2n1	-0.9%	x	0	x	0.3	10	0	0	-2
C/C(=N\NC(=O)NC1CCCCC1)c1ccco1	2.0%	-8	3	x	x	-12	3	-6	30
Cc1nc(CN2CCN(C(=O)NC3(c4ccccc4)CC3)CC2)cs1	2.0%	2	3	-9	0.3	12	3	-6	-16
CCC(C)c1ccc(NC(=O)COC(=O)c2nc3nccc(C)n3n2)cc1 (stereo not drawn)	1.7%	5	2	13	0.6	8	0	-5	x
CCCS(=O)(=O)c1ncc(Cl)c(C(=O)Nc2c(C(=O)Nc3ccccc3)oc3ccccc23)n1	-1.3%	-26	0	x	x	6	3	-2	-14
COc1ccc(OC)c(C2Nc3nc4ccccc4n3C(C)=C2C(=O)Nc2ccc(C)cc2C)c1 (stereo not drawn)	1.4%	-6	-6	2	-0.2	16	4	-3	29
c1ccc(Oc2nc(-c3ccccn3)nc3ccccc23)cc1	1.0%	-12	-7	-2	0.3	11	3	4	9
CCCc1nn(C)c2c(=O)[nH]c(-c3cc(S(=O)(=O)Nc4ccc(NC(C)=O)cc4)ccc3OCC)nc12	-0.8%	-8	2	5	0.2	10	1	0	21
CC1=C(c2ccc(C)c(C)c2)S(=O)(=O)N=C1N1CCC(C(=O)NCc2ccc(N(C)C)cc2)CC1	0.7%	-8	-9	x	x	-2	-1	-1	13
OC1(Cc2ccn[nH]2)CCCCC1	2.2%	1	1	10	-1.0	7	2	-4	-15
CCCOc1ccc(N2C(=O)CC(N(CCCO)C(=O)CC)C2=O)cc1 (stereo not drawn)	-1.1%	-14	1	7	1.0	6	1	-5	-6
COc1ccc(-c2nc(Cn3c(SCc4ccc(F)cc4)nc4cccnc43)c(C)o2)cc1	0.7%	1	3	x	-0.6	1	1	-3	10
COc1ccc(-c2noc(C3CCCN(C(=O)c4ccccc4)C3)n2)cc1 (stereo not drawn)	0.0%	-10	5	-1	-1.6	4	6	-3	-39*
Cc1ccccc1OCC(=O)Nc1ccccc1NC(=O)c1ccco1	-1.4%	-15	-2	-17	-2.4	5	11	-5	-14
CC1=C(C(=O)c2ccccc2)C(c2ccc(N3CCOCC3)cc2)NC(=O)N1 (stereo not drawn)	-0.8%	3	4	30	4.1	-1	11	1	-9
Cc1nn(-c2ccccc2)c(N2CCCC2)c1/C=N/NC(=O)C1CC1	0.2%	-5	-7	16	-0.8	-3	0	-2	-6
Cc1cccc(NC(=O)CN2C(=O)N/C(=C\c3ccc(N4CCOCC4)cc3)C2=O)c1	-1.5%	-12	1	14	1.1	-4	3	-2	4
Cc1c(NC(=O)c2ccc(C(C)(C)C)cc2)cccc1[N+](=O)[O-]	1.6%	-6	6	-9	-1.0	-6	3	-15	-42*
CC1=CC(C)(C)Nc2ccc(C)cc21	1.3%	-4	-4	-1	-0.8	13	1	3	4
Cc1c(Cl)cccc1NC(=O)c1ccc2snnc2c1	0.9%	x	4	x	-0.3	2	16	1	8
CCOC(=O)Cc1csc(NC(=O)CCS(=O)(=O)Cc2ccccc2)n1	0.3%	20	6	13	-0.8	-8	3	0	1
Cc1cc(/C=N/n2cnnc2)c(O)c([N+](=O)[O-])c1	0.0%	3	6	19	-1.3	6	4	-1	28
CCn1c(O)c(N=NC(=S)NCC2CCCO2)c2ccccc21 (stereo not drawn)	1.0%	-1	-6	4	-7.7	-7	3	1	2
COc1ccc(-c2cc(C)no2)cc1S(=O)(=O)N1CC(C)Oc2ccccc21 (stereo not drawn)	0.3%	-33	1	x	0.0	0	26	-2	-10
COc1cccc(NC(=O)Cn2c(=O)n(CCC(=O)NCc3ccccc3OC)c(=O)c3ccccc32)c1	-4.0%	x	-11	x	x	-6	5	0	-2
CCOc1ccc(OCc2ccc(C(=O)N3CCCC(C)C3)cc2)cc1 (stereo not drawn)	0.2%	-1	4	-10	-1.4	5	10	2	-30*
CCCN(CCC)Cc1c(C(=O)N/N=C/CCc2ccccc2)nnn1-c1nonc1N	1.2%	-13	-2	18	-0.9	8	4	-2	6
CCOc1ccc(NC(=O)CSc2nnc(C)n2CC)cc1	0.1%	-9	2	6	-0.2	0	3	1	2
CS(=O)(=O)N1CCC(C(=O)N2CCN(c3ccccc3F)CC2)CC1	-0.8%	-16	-3	11	-0.3	x	1	-1	34

Full records as entered above. Order of values: RXFP1 ag	RXFP1 antag	TRHR PAM	D2 antag	D2 agonist	D2 potentiator	D1 ag	D1 potentiator	D1 antagonist
`CS(=O)(=O)N1CCC(C(=O)N2CCN(c3ccccc3F)CC2)CC1` is entered as -0.8%	-16	-3	11	-0.3	x	1	-1	34
`CCOc1ccc(OCc2ccc(C(=O)N3CCCC(C)C3)cc2)cc1` (stereo not drawn) is entered as 0.2%	-1	4	-10	-1.4	5	10	2	-30*
`CCCN(CCC)Cc1c(C(=O)N/N=C/CCc2ccccc2)nnn1-c1nonc1N` is entered as 1.2%	-13	-2	18	-0.9	8	4	-2	6

A draw from above in order of count of non-hydrogen atoms, highest first:
SMILES	RXFP1 ag	RXFP1 antag	TRHR PAM	D2 antag	D2 agonist	D2 potentiator	D1 ag	D1 potentiator	D1 antagonist
COc1cccc(NC(=O)Cn2c(=O)n(CCC(=O)NCc3ccccc3OC)c(=O)c3ccccc32)c1	-4.0%	x	-11	x	x	-6	5	0	-2
CCCN(CCC)Cc1c(C(=O)N/N=C/CCc2ccccc2)nnn1-c1nonc1N	1.2%	-13	-2	18	-0.9	8	4	-2	6
CS(=O)(=O)N1CCC(C(=O)N2CCN(c3ccccc3F)CC2)CC1	-0.8%	-16	-3	11	-0.3	x	1	-1	34
CCn1c(O)c(N=NC(=S)NCC2CCCO2)c2ccccc21 (stereo not drawn)	1.0%	-1	-6	4	-7.7	-7	3	1	2
